Akt phos inh: HTS Assay for Inhibitors of Akt Phophorylation: Primary Screen | Neuro2A IGF-stimulated pAkt S473 HTRF, 20 min; hits give low values | activity change, % for hits at 50 µM | actives 0.32% (n = 360,000); in the data active = activity change below about -80%; inconclusive = mostly about -51% to -80%; also: % is scaled to controls: 0 for no effect and ±100 for the full control effect
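Single-point screen (50 µM final compound) in Neuro2A cells stimulated 20 min with 6 nM IGF at 37 deg C. After lysis, Ser473-phosphorylated Akt read by HTRF (ex 330 nm, em 615/665 nm) as the 665/615 ratio.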
S2 tox: Viability Counterscreen for Primary qHTS for Inhibitors of ATXN expression. S2 cells (HEK-293 line with an ATXN2-luciferase reporter) viability, CellTiter-Fluor protease fluorescence, 24 h. Potency, µM (titrated, usually from 56.7 µM), actives largely listed as cytotoxic. actives 0.49% (n = 400,000). AID 651635, 2014; also: potency is read from the fitted curve at half-maximal effect; nearly all actives have a fitted effect of over 40% in size
TGFb inhibitor: qHTS for Inhibitors of TGF-b. HepG2 CAGA-GFP TGF-b/SMAD3 reporter, GFP fluorescence, 18 h; TGF-beta stimulated, 500 pg/mL final. actives 1.2% (n = 410,000). Potency, µM (highest dose often 46.1 µM), without a hit: at the top dose activity, negative = inhibition, usual class: inhibitors. AID 588855, 2011; also: potency is read from the fitted curve at half-maximal effect; % is scaled to controls: 0 for no effect and ±100 for the full control effect; nearly all actives have a fitted effect of over 65% in size
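GFP signal (ex488/em500-530) from TGF-beta-stimulated HEPG2 CAGA-GFP cells, 500 pg/mL final, 18 h at 37 degrees C in DMEM plus 1% FBS, normalized to unstimulated and DMSO-stimulated controls.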
Nrf2 activator: qHTS of Nrf2 Activators | AREc32 ARE-luciferase reporter (MCF7-derived line), luminescence, 24 h | actives 0.31% (n = 410,000) | AID 624171, 2012 | Potency, µM (highest dose often 46.1 µM), for inactives: at the highest dose activation, actives largely listed as activators; also: potency is read from the fitted curve at half-maximal effect; % of control where 0% means no effect; nearly all actives have a fitted effect of over 65% in size
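ARE activation measured as luciferase luminescence (Steady-Glo, 30 min RT) in AREc32_Fluc cells after 24 hr compound exposure at 37 deg C, 5% CO2; cells seeded overnight at 1000/well in OPTI-MEM, 5% FBS.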
Nrf2 block: Nrf2 qHTS screen for inhibitors; A549 ARE-Fluc reporter, luciferase luminescence, 18-24 h; Potency, µM (titrated, usually from 46 µM), for the others: at the highest dose activity change, negative = inhibition, usual class: inhibitors; actives 2.1% (n = 360,000); AID 504444, 2011; also: potency is read from the fitted curve at half-maximal effect; % is scaled to controls: 0 for no effect and ±100 for the full control effect; nearly all actives have a fitted effect of over 60% in size
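Nrf2 activity is the BugLite luminescence, read 15 min after reagent at room temperature, following CellTiter-Fluor cytotoxicity readout (30 min, 37C). Compound titrations were applied for 18-24 h to 5000 A549 ARE_Fluc cells/well in 5% FBS OPTI-MEM.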
HepG2 viability: qHTS for Inhibitors of TGF-b: Cytotox Counterscreen. HepG2 CAGA-GFP viability, ATP luminescence, 18 h. AID 588856, 2011. actives 0.76% (n = 410,000). Potency, µM (top dose mostly 46.1 µM), for the others: at the highest dose activity change, negative = cytotoxicity, actives largely listed as cytotoxic; also: potency is read from the fitted curve at half-maximal effect; some results filed as inactive show a strong effect at the top dose
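HepG2 CAGA-GFP cells (1000/well, DMEM with 1% FBS) received compound, then TGF-beta at 500 pg/mL final, and were incubated 18 hours at 37 degrees C. Viability was read by CellTiter-Glo luminescence. Media-only wells were set as complete cell-killing and DMSO as no toxicity.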
Mm-Cpn inhibitor: Inhibitors of TCP-1 ring complex (TRiC) of Methanococcus maripaludis (MmCpn): qHTS. Chaperonin Mm-Cpn (Methanococcus maripaludis). purified Mm-Cpn ATPase, ADP Transcreener TR-FRET. Potency, µM (top dose mostly 76.9 µM), inactives show at the top dose activity, negative = inhibition, actives largely listed as inhibitors. actives 0.031% (n = 330,000). AID 504842, 2011; also: potency is read from the fitted curve at half-maximal effect; % is scaled to controls: 0 for no effect and ±100 for the full control effect; nearly all actives have a fitted effect of over 80% in size
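Inhibition of chaperonin ATP hydrolysis is measured as reduced ADP production, detected by competitive TR-FRET in which signal falls with ADP. Final enzyme 25 nM and ATP 10 uM, reacted 30 min at 37°C.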
CCT modulator: High-Throughput Screening for Modulators of Cytosolic Chaperonin Activity | purified chaperonin ATPase assay, HTRF ADP detection, 30 min | activity change, % (test concentration not listed), hits read low | actives 0.3% (n = 360,000); in the data active = activity change below about -30%; also: % is scaled to controls: 0 for no effect and ±100 for the full control effect
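TRiC at 40 or 20 nM final (batch-dependent) in 30 mM Tris pH 7.4, 100 mM KCl, 5 mM MgCl2, 1 mM DTT, with compound at single 76 uM and 10 uM ATP, 30 min at 37 deg C. ADP detected by HTRF Transcreener, 665/615 ratio.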
A549 tox: Nrf2 qHTS screen for inhibitors: counterscreen for cytotoxicity; A549 ARE-Fluc cells, CellTiter-Fluor viability, 18-24 h; Potency, µM (doses to about 46 µM), without a hit: top-dose activity change, negative = cytotoxicity, actives largely listed as inhibitors; actives 0.16% (n = 390,000); AID 504648, 2011; also: potency is read from the fitted curve at half-maximal effect; % is scaled to controls: 0 for no effect and ±100 for the full control effect
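Cytotoxicity counterscreen: CellTiter-Fluor fluorescence was measured in A549 ARE_Fluc cells after 18-24 h of compound exposure in a concentration series. The subsequent BugLite luminescent read reports ARE-luciferase activity.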
Active calls of the source: *; & = joins results of further samples. Unless noted, calls follow the shape of the dose curve; as a rule, active = well fitted curve in the direction sought with a large enough effect; inconclusive = small, poorly fitted or top-dose-only effect, or another doubt; inactive = no such curve, though single readings can be large; an effect the other way counts as inactive or inconclusive.

`COc1ccccc1Nc1ncc(C(=O)N2CCN(Cc3ccc(OC)c(OC)c3OC)CC2)c2ccccc12` gave Akt phos inh inactive, S2 tox inactive, TGFb inhibitor -11%, Nrf2 activator 2.7%, Nrf2 block -16%, HepG2 viability -16%, Mm-Cpn inhibitor 1%, CCT modulator -1.0 and A549 tox 1%.
Screening COc1ccc(-c2ccc3oc(-c4ccsc4)cc(=O)c3c2)cn1 returned Akt phos inh inactive, S2 tox inactive, TGFb inhibitor -6%, Nrf2 activator 4.9%, Nrf2 block 7%, HepG2 viability -14%, Mm-Cpn inhibitor -10%, CCT modulator 1.2 and A549 tox -1%.
For CCOc1cc2[nH]c(=S)n(CCCC(=O)NCc3ccco3)c(=O)c2cc1OCC the results were Akt phos inh inconclusive, S2 tox inactive, TGFb inhibitor -13%, Nrf2 activator -0.5%, Nrf2 block -3%, HepG2 viability 6%, Mm-Cpn inhibitor -1%, CCT modulator 1.2 and A549 tox -4%.
`CC(OC(=O)c1cc(S(=O)(=O)Nc2ccc(F)cc2)ccc1Cl)C(=O)Nc1ccc2c(c1)OCCO2` (stereo unspecified) gave Akt phos inh inactive, S2 tox inactive, TGFb inhibitor inconclusive, Nrf2 activator 0.1%, Nrf2 block -29%, HepG2 viability -17%, Mm-Cpn inhibitor 0%, CCT modulator -3.0 and A549 tox -1%.
Screening CC(C)C(=O)OCC(=O)NCc1ccccc1Cl returned Akt phos inh inactive, S2 tox inactive, TGFb inhibitor 4%, Nrf2 activator 0.3%, Nrf2 block -2%, HepG2 viability 12%, Mm-Cpn inhibitor 0%, CCT modulator -2.7 and A549 tox 6%.
O=C(c1ccccc1)N1CCN(C2CCCCCC2)CC1 was read as Akt phos inh inactive, S2 tox inactive, TGFb inhibitor -2%, Nrf2 activator 0.2%, HepG2 viability 8%, Mm-Cpn inhibitor -2%, CCT modulator -0.2 and A549 tox 5%.
Screening CCOc1ccc(NC(=S)N(Cc2ccc(Cl)cc2)Cc2ccco2)cc1 returned Akt phos inh inactive, S2 tox inactive, TGFb inhibitor inconclusive, Nrf2 activator 4.3%, Nrf2 block inconclusive, HepG2 viability -13%, Mm-Cpn inhibitor -3%, CCT modulator 0.2 and A549 tox -6%.
Screening C[C@@H]1CN([C@H](C)CO)C(=O)CCCn2cc(nn2)CO[C@H]1CN(C)C(=O)Nc1ccnc(N2CCOCC2)c1 returned Akt phos inh inactive, S2 tox inactive, TGFb inhibitor 5%, Nrf2 activator -0.3%, HepG2 viability -1% and CCT modulator -1.1.
Screening Cc1[nH]c2ccc(C(=O)N3CCN(c4cccc(Cl)c4)CC3)cc2c1C returned Akt phos inh inactive, S2 tox inactive, TGFb inhibitor inconclusive, Nrf2 activator -0.9%, Nrf2 block inconclusive, HepG2 viability -22%, Mm-Cpn inhibitor -1%, CCT modulator -0.6 and A549 tox inconclusive.
COc1cc(OC)cc(C(=O)Nc2cc(NC(=O)c3ccco3)ccc2OC)c1 was read as Akt phos inh inactive, S2 tox inactive, TGFb inhibitor 7%, Nrf2 activator -0.3%, Nrf2 block -29%, HepG2 viability 10%, Mm-Cpn inhibitor -20%, CCT modulator -0.8 and A549 tox -1%.
Screening COC(=O)c1cc(-c2ccccc2)n[nH]1 returned Akt phos inh inactive, S2 tox inactive, TGFb inhibitor -4%, Nrf2 activator -0.2%, Nrf2 block 14%, HepG2 viability -16%, Mm-Cpn inhibitor 0%, CCT modulator -2.5 and A549 tox 3%.
`COC(=O)CC1C(=O)NCCN1C(=O)CSc1nc2ccccc2s1` (stereo unspecified) gave Akt phos inh inactive, S2 tox inactive, TGFb inhibitor 11%, Nrf2 activator 2.9%, Nrf2 block 0%, HepG2 viability 11%, Mm-Cpn inhibitor 1%, CCT modulator -0.4 and A549 tox 0%.
O=C(NCCOC(=O)c1ccc(Cl)c(S(=O)(=O)N2CCCCC2)c1)c1ccncc1 was read as Akt phos inh inactive, S2 tox inactive, TGFb inhibitor -4%, Nrf2 activator 0.0%, Nrf2 block -29%, HepG2 viability -5%, Mm-Cpn inhibitor 0%, CCT modulator 0.1 and A549 tox 2%.
For N#CCCn1cc(C(=O)NCc2ccccc2)c(-c2cccs2)n1 the results were Akt phos inh inactive, S2 tox inactive, TGFb inhibitor 2%, Nrf2 activator -0.2%, Nrf2 block 2%, HepG2 viability -9%, Mm-Cpn inhibitor -1%, CCT modulator 2.9 and A549 tox 4%.
`CCOC(=O)c1nnn(-c2nonc2N)c1CSc1nnc(N)s1` gave Akt phos inh inactive, S2 tox inactive, TGFb inhibitor 2%, Nrf2 activator -0.7%, Nrf2 block -12%, HepG2 viability -4%, Mm-Cpn inhibitor -5%, CCT modulator 1.1 and A549 tox -13%.
O=C(NCc1ccccc1)c1c[nH]c2cc3c(cc2c1=O)OCCO3 was read as Akt phos inh inactive, S2 tox inactive, TGFb inhibitor -1%, Nrf2 activator 2.6%, HepG2 viability -17%, Mm-Cpn inhibitor -2%, CCT modulator -4.6 and A549 tox 15%.
Cc1c(CN2CCC(Oc3ccc(C(=O)N4CCCCC4)cc3)CC2)cnn1C was read as Akt phos inh inactive, S2 tox inactive, TGFb inhibitor 16%, Nrf2 activator 0.3%, Nrf2 block -15%, HepG2 viability 0%, Mm-Cpn inhibitor 0%, CCT modulator -0.3 and A549 tox -14%.
`COc1ccc2c(Cl)cc(NC(=O)Nc3c(C)cccc3C)nc2c1` gave Akt phos inh inactive, S2 tox inconclusive, TGFb inhibitor 6%, Nrf2 activator -0.8%, HepG2 viability -1% and CCT modulator 0.5.
`Nc1nc(NCCN2CCOCC2)nc(NCc2ccccc2)c1[N+](=O)[O-]` gave Akt phos inh inactive, S2 tox inactive, TGFb inhibitor 6%, Nrf2 activator 2.5%, Nrf2 block inconclusive, HepG2 viability 68%, Mm-Cpn inhibitor 0%, CCT modulator -0.9 and A549 tox 1%.
Screening CC(C)(C)c1cc(NC(=O)c2cc(F)c(F)c(F)c2F)no1 returned Akt phos inh inactive, S2 tox inactive, TGFb inhibitor 7%, Nrf2 activator 3.1%, Nrf2 block inconclusive, HepG2 viability -11%, Mm-Cpn inhibitor -4%, CCT modulator -3.2 and A549 tox -12%.

Structures listed so far with a thiophene ring, fused or not, in the order listed:
Screening COc1ccc(-c2ccc3oc(-c4ccsc4)cc(=O)c3c2)cn1 returned Akt phos inh inactive, S2 tox inactive, TGFb inhibitor -6%, Nrf2 activator 4.9%, Nrf2 block 7%, HepG2 viability -14%, Mm-Cpn inhibitor -10%, CCT modulator 1.2 and A549 tox -1%.
For N#CCCn1cc(C(=O)NCc2ccccc2)c(-c2cccs2)n1 the results were Akt phos inh inactive, S2 tox inactive, TGFb inhibitor 2%, Nrf2 activator -0.2%, Nrf2 block 2%, HepG2 viability -9%, Mm-Cpn inhibitor -1%, CCT modulator 2.9 and A549 tox 4%.

Next entries follow:
For Cc1cc(C)n(-c2ccc(C(=O)NCc3ccc(F)cc3)cc2)n1 the results were Akt phos inh inactive, S2 tox inactive, TGFb inhibitor 0%, Nrf2 activator -0.3%, Nrf2 block -16%, HepG2 viability -11%, Mm-Cpn inhibitor 0%, CCT modulator 1.2 and A549 tox -1%.
Screening C=CCOc1ccc(C2c3c(oc4ccccc4c3=O)C(=O)N2CCCN2CCOCC2)cc1 (stereo unspecified) returned Akt phos inh inactive, S2 tox inconclusive, TGFb inhibitor -13%, Nrf2 activator -0.5%, Nrf2 block -4%, HepG2 viability -17%, Mm-Cpn inhibitor 0%, CCT modulator -2.1 and A549 tox -12%.
`Clc1ccc2nc(-c3ccccc3)nc(C(Cl)Cl)c2c1` gave Akt phos inh inactive, S2 tox inactive, TGFb inhibitor 15%, Nrf2 activator 8.2%, Nrf2 block inconclusive, HepG2 viability 18%, Mm-Cpn inhibitor 0%, CCT modulator 0.3 and A549 tox -14%.
For O=C(c1cc(-c2ccc(Cl)cc2Cl)on1)N1CCN(C(=O)c2ccco2)CC1 the results were Akt phos inh inactive, S2 tox inactive, TGFb inhibitor -3%, Nrf2 activator -0.5%, Nrf2 block -9%, HepG2 viability -23%, Mm-Cpn inhibitor 1%, CCT modulator -1.2 and A549 tox 2%.
Cc1ccc(CNC(=O)c2cc(-c3ccc(Cl)cc3)on2)cc1 was read as S2 tox inactive, TGFb inhibitor 2%, Nrf2 activator -0.4%, Nrf2 block -5%, HepG2 viability 1% and A549 tox -6%.
Screening CC1CCN(S(=O)(=O)c2ccc3nc(N4CCN(c5ccccc5)CC4)ccc3c2)CC1 returned Akt phos inh inactive, S2 tox inactive, TGFb inhibitor 22%&-5%, Nrf2 activator -0.7%&-0.8%, Nrf2 block inconclusive, HepG2 viability 1%&-1%, Mm-Cpn inhibitor -12%, CCT modulator -1.1 and A549 tox -7%&2%.
For CN(C)/C=N/N(C)c1ncccc1[N+](=O)[O-] the results were Akt phos inh inactive, S2 tox inactive, TGFb inhibitor -1%, Nrf2 activator -0.3%, Nrf2 block -2%, HepG2 viability 7%, Mm-Cpn inhibitor -15%, CCT modulator 0.0 and A549 tox 0%.
`COc1ccc(C)cc1NC(=O)CCN1CCCC1` gave Akt phos inh inactive, S2 tox inactive, TGFb inhibitor 5%, Nrf2 activator -0.3%, Nrf2 block -11%, HepG2 viability -9%, Mm-Cpn inhibitor 1%, CCT modulator -2.5 and A549 tox 3%.
